# High-throughput results from PubChem.
# M5 ag = CHRM5 agonism in calcium assay; CHO-K1 hM5 cells, Fluo-8 calcium fluorescence; 0% DMSO wells, 100% maximal acetylcholine response; actives 0.19% (n = 360,000); AID 624037; P08912; activation, % at 3 µM;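 active = activation above the run's mean over test compounds plus 3 SD, cut at about 23% in these data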;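 also: signal is peak over basal fluorescence ratio across the kinetic read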
# Target sequence (P08912 whole entry, looked up): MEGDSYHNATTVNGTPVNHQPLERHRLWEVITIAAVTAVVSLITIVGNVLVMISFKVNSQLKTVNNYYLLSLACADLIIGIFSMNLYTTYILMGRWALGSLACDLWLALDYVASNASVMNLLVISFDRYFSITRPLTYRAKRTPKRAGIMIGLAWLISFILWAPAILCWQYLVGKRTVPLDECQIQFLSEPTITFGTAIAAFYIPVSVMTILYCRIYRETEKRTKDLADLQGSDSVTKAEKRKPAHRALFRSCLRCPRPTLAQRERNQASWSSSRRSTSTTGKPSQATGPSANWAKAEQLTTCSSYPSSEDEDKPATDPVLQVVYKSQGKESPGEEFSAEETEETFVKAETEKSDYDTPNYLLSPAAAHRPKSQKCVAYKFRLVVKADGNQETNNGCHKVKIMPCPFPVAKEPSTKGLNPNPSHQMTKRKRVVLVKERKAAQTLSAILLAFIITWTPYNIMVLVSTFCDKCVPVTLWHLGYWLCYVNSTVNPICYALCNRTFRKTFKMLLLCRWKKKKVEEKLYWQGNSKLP
# M4 ag = agonists of human muscarinic M4 receptor (CHRM4). P08173. AID 624127. activation, % at 3 µM. CHO-K1 hM4/Gqi5, Fluo-8 calcium fluorescence; vehicle 0%, full acetylcholine response 100%. actives 0.14% (n = 360,000);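 active = activation above the run mean over all test wells plus 3 SD, cut at about 32% in these data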;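 also: peak over basal fluorescence ratio per well then scaled between controls; 0% = DMSO wells and 100% = acetylcholine at EC100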
# Target sequence (P08173 whole entry, looked up): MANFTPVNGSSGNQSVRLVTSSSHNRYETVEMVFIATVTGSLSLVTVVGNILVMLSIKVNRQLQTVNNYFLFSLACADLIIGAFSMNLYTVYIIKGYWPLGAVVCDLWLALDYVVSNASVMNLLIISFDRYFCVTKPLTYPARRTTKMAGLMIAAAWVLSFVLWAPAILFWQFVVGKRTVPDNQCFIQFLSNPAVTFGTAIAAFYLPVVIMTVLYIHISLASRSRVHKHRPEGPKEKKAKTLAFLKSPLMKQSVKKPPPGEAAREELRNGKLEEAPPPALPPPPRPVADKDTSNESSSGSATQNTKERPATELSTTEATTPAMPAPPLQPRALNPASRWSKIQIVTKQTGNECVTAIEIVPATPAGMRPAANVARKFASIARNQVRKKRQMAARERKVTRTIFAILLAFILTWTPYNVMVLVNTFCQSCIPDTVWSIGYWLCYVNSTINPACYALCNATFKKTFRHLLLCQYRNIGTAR
# CHRM5 PAM = CHRM5 positive allosteric modulation; CHO-K1 hM5, Fluo-8 calcium, ACh EC20 PAM; 0% = ACh EC20, 100% = ACh EC100; activation, % at 3 µM; actives 0.3% (n = 360,000); AID 624038;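 active = activation above the run cutoff, the mean activation of all test compounds plus 3 SD, cut at about 18% in these data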
#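 Measured by: Fluo-8 calcium fluorescence; material: human M5 receptor in CHO-K1 cells; schedule: Post-acetylcholine fluorescence recording 140 s; benchmarks: low control EC20 acetylcholine (0%), high control EC100 acetylcholine (100%); read-out: Max/basal fluorescence ratio as % of EC20–EC100 ACh window; compound: single dose, 3 µM nominal final test concentration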
# M4 PAM = potentiates acetylcholine response at human M4 receptor; P08173; CHO-K1 hM4/Gqi5, Fluo-8 calcium fluorescence, ACh EC20; 0% = ACh EC20, 100% = maximal ACh; activation, % at 3 µM; actives 0.4% (n = 360,000); AID 624126;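 active = activation above its plate's cutoff, the mean activation of sample wells plus 3 SD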; also: some results filed as inactive read as strong as hits
# CHRM5 antagonist = CHRM5 antagonism in calcium assay | P08912 | CHO-hM5 cells, Fluo-8 calcium fluorescence, ACh EC80 | inhibition, % at 3 µM | actives 0.59% (n = 360,000);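 active = inhibition above a per-plate cutoff, the mean of that plate's test compounds plus 3 SD, cut at about 27% in these data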;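 also: 0% = acetylcholine EC80 with DMSO and 100% = DMSO without agonist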
# IDE cell inh = inhibits human insulin-degrading enzyme in HEK cells | actives 0.41% (n = 320,000) | FAbetaB cleavage, fluorescence polarization | inhibition, % at 5.59 µM | P14735;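 active = percent inhibition above the average of all tested compounds plus 3 SD, set per screening campaign, cut at about 16% in these data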;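 also: IDE supplied by intact live HEK cells; FP after avidin binding of uncleaved biotin substrate so inhibition keeps polarization high; 0% = DMSO wells and 100% = 60 µM reference IDE inhibitor Ii1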
# M4 antag = blocks acetylcholine activation of human M4 receptor | P08173 | CHO-hM4 cells, ACh EC80, Fluo-8 calcium fluorescence | inhibition, % at 3 µM | actives 0.73% (n = 360,000) | AID 624125;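 active = inhibition above its plate's cutoff, the mean inhibition of sample wells plus 3 SD, cut at about 27% in these data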;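 also: 0% = acetylcholine EC80 with DMSO and 100% = DMSO without agonist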
# CRFR2-BP ag = agonists of human CRF-binding protein/CRF-R2 receptor complex; HEK293 CRF-R2/CRF-BP, calcium dye fluorescence (FLIPR); percent of saturating CRF peptide response; activation, % at 13.2 µM; actives 0.46% (n = 350,000);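 active = activation of at least 50%, plus an integration ratio under a set limit after plate pattern correction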;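 also: plate controls were neutral control wells without compound for no effect and CRF at EC100 for full effect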
# CRFR2-BP antag = blocks CRF-induced signaling of the CRF-BP/CRF-R2 complex; AID 588475; actives 0.59% (n = 350,000); HEK293 CRF-R2/CRF-BP, CRF-induced calcium fluorescence; inhibition, % at 11.8 µM;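 active = inhibition of the ligand-induced calcium signal above about 50% at the single tested concentration, limit read from the data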
# Starred values were filed as active, the others as inactive; . = not tested or not shown.
SMILES,M5 ag,M4 ag,CHRM5 PAM,M4 PAM,CHRM5 antagonist,IDE cell inh,M4 antag,CRFR2-BP ag,CRFR2-BP antag
CCOC(=O)c1c(C)[n+](-c2ccc(C)cc2)c(CC)c2cc(OC)c(OC)cc12,-6,0,5,-4,-4,3,-7,-1.6,-3
CN(C)/C=C(/C(=O)c1ccc(Cl)cc1Cl)S(=O)(=O)c1ccc(Cl)cc1,-1,0,4,1,-6,-3,-11,0.4,41
O=C(CN1CCOc2ccccc21)NCc1cccs1,-4,0,-10,2,5,-4,-3,-1.0,9
Cc1cccc(C)c1NC(=O)c1csc([C@@H]2O[C@H](CO)[C@H](O)[C@H](O)[C@H]2O)n1,-1,0,2,6,-8,.,0,.,.
O=S(=O)(N1CCCCC1)N1CCN(S(=O)(=O)N2CCCCC2)CC1,1,1,0,-1,-3,.,2,-1.9,-22
O=C(CN1CCN(S(=O)(=O)N2CCCCCC2)CC1)Nc1ccc(Br)cc1,-2,6,-4,-2,-4,0,-5,0.6,-17
CCN(c1ccc(OC)cc1)S(=O)(=O)N1CCCC(C(=O)NCc2ccc(OC(C)C)cc2)C1 (stereo not given),0,10,-7,-6,10,.,-17,-1.2,7
O=C(COc1ccc2c(-c3ccccc3)cc(=O)oc2c1)N1C[C@H]2C[C@@H](C1)c1cccc(=O)n1C2,-2,2,-10,0,-1,.,-28,.,.
COc1ccc(CSc2nc3ccccc3c(=O)n2CCCN2CCOCC2)cc1F,2,16,-9,-15,13,2,6,2.6,-11
Cc1ccc(NC(=O)C(=O)NCC2CCCN2S(=O)(=O)c2cccs2)c(C)c1 (stereo not given),0,6,-3,3,0,-2,0,-0.5,-7
NC(=O)c1cc2ccncc2c2ccccc12,-2,0,-4,2,3,2,-5,-2.4,-6
O=C(OCCO)c1cc(Cl)c(C(=O)OCCO)cc1Cl,-6,1,-7,4,4,3,1,0.3,5
COc1ccc(C2CC(c3ccccc3)=NN2C(=O)c2ccc(F)cc2)cc1 (stereo not given),-3,0,-3,3,8,2,3,5.1,-15
Cc1cc(C)c(S(=O)(=O)NCC(CCC(=O)O)C(F)(F)F)c(C)c1 (stereo not given),-17,0,2,-4,3,0,7,1.4,2
O=C1Nc2ccc(Br)cc2C1=C1CCCCC1,12,16,-17,-7,4,3,-1,-0.6,-1
O=c1cc(O)c2sc(Nc3cccc(C(F)(F)F)c3)nc2[nH]1,0,1,12,14,-7,-8,-4,-0.3,8
Cc1ccc(-c2csc(N)n2)s1,2,0,-3,-5,-1,4,7,-1.1,12
O=CNc1ccc2c(c1)Cc1cccc(NC=O)c1-2,-3,1,0,4,5,.,-1,-2.2,0
Cc1cc2cc(CN(Cc3ccco3)C(=S)NCC3CCCO3)c(=O)[nH]c2cc1C (stereo not given),-1,5,0,0,1,3,-4,-1.1,-24
O=C(Cc1ccccc1)NCC(=O)Nc1cccc(Br)c1,1,10,-4,-10,12,2,-3,-2.4,4
CC(=O)c1ccc(OCC(O)CN2CCN(CC(O)COc3ccc(C(C)=O)cc3)CC2)cc1 (stereo not given),-2,3,-3,0,1,5,-10,5.6,31
CC(C)(C)n1nc2c(c1NC(=O)Cc1ccc(F)cc1)CSC2,2,1,-7,-3,7,0,-1,-0.9,14
O=C(NC(Cc1ccccc1)C(=O)O)C1CCN(S(=O)(=O)c2cccc(C(F)(F)F)c2)CC1 (stereo not given),-4,1,-3,1,3,1,6,0.3,0
COc1ccc(CN2C(=O)c3cccnc3C2=O)cc1S(=O)(=O)N(C)Cc1ccco1,-2,2,-1,4,4,-4,-5,-0.3,-5
Cc1ccc(NC(=O)c2ccc(NS(=O)(=O)/C=C/c3ccccc3)cc2)nc1,-6,0,-6,0,19,0,-11,1.1,-9
# Next section:
SMILES,M5 ag,M4 ag,CHRM5 PAM,M4 PAM,CHRM5 antagonist,IDE cell inh,M4 antag,CRFR2-BP ag,CRFR2-BP antag
CCCN(CCC)CCSc1nc(O)c(C(C)C)c(=O)[nH]1,-1,0,-4,3,4,2,-5,-1.1,2
O=C(NC(=S)Nc1ccccc1N1CCOCC1)c1ccc([N+](=O)[O-])cc1,-3,0,3,12,1,-6,-4,0.6,-29
COCCOC(=O)c1c(C)oc2ccc(OC(=O)c3ccc4c(c3)OCO4)cc12,-2,2,-3,9,0,7,-21,15,22
COc1ccccc1NS(=O)(=O)c1cccc(C(=O)N/N=C(\C)c2ccncc2)c1,-3,2,-3,-1,2,.,-4,0.5,-9
Cc1ccccc1CNC(=O)Nc1ccc(Cl)cc1,0,7,7,-4,6,7,-4,-1.8,-1
CS(=O)(=O)Nc1cccc(C2=NN(S(C)(=O)=O)C(c3ccccc3)C2)c1 (stereo not given),-2,2,-5,-1,12,6,-9,0.2,-15
CC(=O)Nc1cccc(NC(=S)Nc2cccc(Cl)c2C)c1,4,0,3,1,0,1,-12,-0.7,-5
CC1CCN(S(=O)(=O)c2cn(CC(=O)Nc3ccc(C#N)cc3)cn2)CC1,-4,1,0,1,9,-1,5,-0.9,-16
CCc1ccc2[nH]c(=O)c(C(c3nnnn3Cc3ccccc3)N3CCOCC3)cc2c1 (stereo not given),3,2,0,7,0,1,1,3.0,-30
N#Cc1c(N)nc2c(c1-c1cccc(O)c1)CCCCCC2,-4,2,-10,-11,17,2,5,-0.7,-33
O=C(CCC(=O)OCCCC(F)(F)C(F)(F)F)NC1CCCCC1,-2,0,0,-4,2,0,6,1.6,2
CCCCC(CC)C(=O)Nc1cc([N+](=O)[O-])ccc1F (stereo not given),-2,-2,2,0,-7,4,0,-1.9,-6
CN(C)c1ccc(NC(=O)CSc2nc3c(c(=O)[nH]2)CCCC3)cc1,-1,0,-1,5,-1,4,-16,1.4,35
O=c1oc2cc(O)ccc2cc1S(=O)(=O)c1ccccc1,-2,1,5,0,-12,6,-13,20,-7
CN(C(=O)OCc1ccccc1)C(CC(N)=O)C(=O)O (stereo not given),0,0,-1,7,2,2,-11,-1.4,2
COc1ccc(S(N)(=O)=O)cc1C(=O)OCCCOc1ccc(F)cc1,-2,7,-6,-4,3,1,0,-1.4,5
O=C(CCN1C(=O)/C(=C/c2ccc(F)cc2)SC1=S)NC1C=CS(=O)(=O)C1 (stereo not given),-2,4,1,6,-20,2,-8,-0.3,-16
Cc1cc(C)c(NC(=O)Cn2ncc3ccccc32)c(C)c1,-2,1,-2,0,0,.,0,0.8,8
CC(C1CC1)N(C(=O)c1ccccc1O)c1ccccc1 (stereo not given),-8,0,3,-5,-3,4,2,-1.1,-4
CN(C#N)c1nc(N2CCOCC2)nc(N2CCOCC2)n1,0,0,-5,0,-8,-3,1,0.3,4
CCOC(=O)/C(C#N)=N/Nc1ccccc1C(=O)O,1,-2,5,17,3,7,-3,-1.4,23
CCCCC(NC(=O)CCc1c(C)c2cc3c4c(oc3c(C)c2oc1=O)CCCC4)C(=O)O (stereo not given),-4,1,3,-7,4,.,-4,4.5,2
O=C(Nc1cc(C(F)(F)F)ccc1-n1cnc2ccccc21)c1ccccc1,-2,0,-4,1,-1,-1,1,-0.5,-10
COc1ccccc1C(CC(N)=O)c1ccco1 (stereo not given),0,0,3,11,-1,-2,9,-0.1,1
COc1cc(OC)cc(-n2nnnc2SCC(=O)N2CCCC2)c1,-5,0,-2,4,-7,3,-15,-1.1,3

# 3 structures out of the list, sorted by formula weight, lowest first:
SMILES,M5 ag,M4 ag,CHRM5 PAM,M4 PAM,CHRM5 antagonist,IDE cell inh,M4 antag,CRFR2-BP ag,CRFR2-BP antag
CC(C1CC1)N(C(=O)c1ccccc1O)c1ccccc1 (stereo not given),-8,0,3,-5,-3,4,2,-1.1,-4
O=C(CCC(=O)OCCCC(F)(F)C(F)(F)F)NC1CCCCC1,-2,0,0,-4,2,0,6,1.6,2
O=C(Nc1cc(C(F)(F)F)ccc1-n1cnc2ccccc21)c1ccccc1,-2,0,-4,1,-1,-1,1,-0.5,-10

# Continuation:
SMILES,M5 ag,M4 ag,CHRM5 PAM,M4 PAM,CHRM5 antagonist,IDE cell inh,M4 antag,CRFR2-BP ag,CRFR2-BP antag
COC(=O)CSC1=C(C#N)C(c2sccc2C)CC(=O)N1 (stereo not given),0,2,-2,2,2,1,-6,-2.0,10
CCOc1ccccc1/C=C(\C#N)C1=CCCC1,-2,0,3,-5,-2,5,-3,0.3,-1
CCOc1cc(OCC)cc(C(=O)N2CCC[C@H]2C(=O)N2CCC[C@H]2C(=O)N(C)Cc2ccccc2)c1,1,3,3,1,-6,.,-4,.,.
COc1ccc2c(c1)CN(C)S(=O)(=O)c1ccccc1-2,-1,1,2,1,-18,.,0,-2.2,16
CC(C)(CC(=O)N1CCN(c2ccc(Cl)cc2)CC1)CC1=NS(=O)(=O)c2ccccc2N1,8,22,-23,-18,28*,2,26*,-2.3,-44
O=C(NCc1ccc2c(c1)OCO2)C1CCCN1C(=O)Nc1ccc(Cl)cc1 (stereo not given),-1,3,-3,-3,9,-3,-11,0.1,0
COCC(CN1CCN(C2=NS(=O)(=O)c3ccccc32)CC1)OC(=O)c1ccc(OC)cc1 (stereo not given),-1,1,2,4,-8,2,-7,-0.2,-1
Cc1nn(CCCC(=O)NCc2ccccc2Cl)c(=O)c2nccn12,0,1,0,5,-4,-2,-26,4.1,-10
O=C(O)Cc1ccc(NC(=O)COc2ccc3ccccc3c2)cc1,-2,0,-6,-3,19,0,-4,1.8,-18
CC(=O)NC1(C(=O)O)CCCC1,1,1,4,9,1,1,3,-1.6,2
CCOC(=O)c1cc(NC(=O)C2C3C=CC(O3)C2C(=O)O)cc(C(=O)OCC)c1 (stereo not given),0,-1,4,6,11,0,2,-1.4,18
O=C1C=C(c2cc(C(F)(F)F)cc(C(F)(F)F)c2)C[C@@H](c2ccc(Cl)cc2)C1,0,2,2,-6,10,6,-11,12,-57
Cc1ccc(S(=O)(=O)n2c([N+](=O)[O-])cnc2C)c(C)c1C,-2,0,6,-6,5,-5,11,1.1,4
CCn1cc(C(=O)N(CCCN2CCOCC2)Cc2ccco2)c(=O)c2ccc(C)nc21,-1,1,6,4,-5,5,-1,0.1,3
O=C(Nc1nnc(-c2ccc(F)cc2)s1)Nc1ccccc1F,3,0,9,0,5,1,4,-0.2,-6
CCOc1ccc(N(CC(=O)Nc2cccc(Br)c2)S(C)(=O)=O)cc1,-3,3,1,-6,11,11,3,-2.0,-2
COc1ccc(C(C(=O)NCc2ccccc2)N(Cc2ccco2)C(=O)c2cnccn2)cc1 (stereo not given),3,16,-13,-10,23,-3,2,-0.6,-5
Cc1cccc2sc(N(CCCN3CCOCC3)C(=O)CS(=O)(=O)c3ccc(F)cc3)nc12,-6,8,-8,-3,1,5,-7,0.0,-1
CCOC(=O)c1sc(NC(=O)CCN2CCOCC2)c(C(=O)OCC)c1C,-4,1,5,4,-8,-3,0,-1.7,8
CCCCC(=O)OCc1nc(N)nc(Nc2ccccc2C)n1,0,1,8,5,-13,-6,-10,0.1,-5
CN(C)S(=O)(=O)Nc1ccc2c(c1)Cc1ccccc1-2,2,2,0,-5,0,6,-2,-2.2,-22
CCOC(=O)C1CCCN(c2nc(C)nc3c2oc2ccccc23)C1 (stereo not given),0,10,-6,-16,12,3,8,0.4,7
COc1ccc2c(c1OC)C(=O)N1c3cccc(Cl)c3C(=O)OC21 (stereo not given),2,1,7,11,-10,0,-13,-2.0,-4

# Rows were taken by chance; 2.9% or so of the library scored in one or more.
